Lmaj promast: reduces viability of Leishmania major promastigotes; AID 1063; actives 9% (n = 200,000); resazurin fluorescence viability; inhibition, % at 10 µM; in the data active = inhibition above about 50%;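 also: promastigotes grown with compound for 44 hours at 28 °C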
TNAP inh hi DEA: blocks human TNAP under high phosphate acceptor concentration | purified TNAP, CDP-star luminescence, 1 M DEA | inhibition, % at 20 µM | actives 0.03% (n = 200,000) | AID 1135;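 active = over 50% inhibition of tissue-nonspecific alkaline phosphatase at 20 µM in the single-dose screen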;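 also: plate controls were DMSO wells for no effect and EDTA-quenched wells as full inhibition for full effect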
Target sequence (P05186 whole entry, looked up): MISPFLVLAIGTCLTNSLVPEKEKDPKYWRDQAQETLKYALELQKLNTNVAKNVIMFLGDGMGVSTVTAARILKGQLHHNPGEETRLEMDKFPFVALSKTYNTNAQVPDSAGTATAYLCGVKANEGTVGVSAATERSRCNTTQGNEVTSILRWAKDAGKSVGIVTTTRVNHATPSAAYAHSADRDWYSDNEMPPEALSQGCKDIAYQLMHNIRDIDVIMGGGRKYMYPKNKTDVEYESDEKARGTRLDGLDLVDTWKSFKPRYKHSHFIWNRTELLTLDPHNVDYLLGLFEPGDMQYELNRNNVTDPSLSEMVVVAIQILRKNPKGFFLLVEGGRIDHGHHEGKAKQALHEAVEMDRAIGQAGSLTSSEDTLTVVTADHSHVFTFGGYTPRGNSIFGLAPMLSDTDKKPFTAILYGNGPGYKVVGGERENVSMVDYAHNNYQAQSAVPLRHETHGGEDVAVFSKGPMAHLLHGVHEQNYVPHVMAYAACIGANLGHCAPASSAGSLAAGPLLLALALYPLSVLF
TNAP inh no acc: blocks human TNAP activity with no phosphate acceptor present. P05186. purified TNAP, CDP-star luminescence, 30 min. inhibition, % at 20 µM. actives 0.26% (n = 200,000);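 active = tissue-nonspecific alkaline phosphatase inhibition above about 50% at 20 µM in the single-dose screen, limit read from the data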;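 also: 0% = DMSO negative control and 100% = EDTA positive control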
bIAP act: intestinal alkaline phosphatase (bovine) activation; purified bovine IAP, CDP-star luminescence, 30 min; stronger effect = higher value; fold of DMSO-control signal, blank-subtracted; activation factor at 20 µM; actives 0.17% (n = 200,000); AID 1016;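 active = activation factor of 2 or more at 20 µM, a signal rise over negative controls twice the positive control's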
FLuc stim CS: firefly luciferase counter-screen for stimulation assays; ATPlite luciferase biochemical, luminescence, 10 min; 0 = ATP-free wells, 1 = DMSO control; P08659; 200,000 tested, under 10 active; activation factor at 10 µM;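 active = luciferase activation factor, scaled between plate controls, of at least 2 with compound at 10 µM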
Target sequence (P08659 whole entry, looked up): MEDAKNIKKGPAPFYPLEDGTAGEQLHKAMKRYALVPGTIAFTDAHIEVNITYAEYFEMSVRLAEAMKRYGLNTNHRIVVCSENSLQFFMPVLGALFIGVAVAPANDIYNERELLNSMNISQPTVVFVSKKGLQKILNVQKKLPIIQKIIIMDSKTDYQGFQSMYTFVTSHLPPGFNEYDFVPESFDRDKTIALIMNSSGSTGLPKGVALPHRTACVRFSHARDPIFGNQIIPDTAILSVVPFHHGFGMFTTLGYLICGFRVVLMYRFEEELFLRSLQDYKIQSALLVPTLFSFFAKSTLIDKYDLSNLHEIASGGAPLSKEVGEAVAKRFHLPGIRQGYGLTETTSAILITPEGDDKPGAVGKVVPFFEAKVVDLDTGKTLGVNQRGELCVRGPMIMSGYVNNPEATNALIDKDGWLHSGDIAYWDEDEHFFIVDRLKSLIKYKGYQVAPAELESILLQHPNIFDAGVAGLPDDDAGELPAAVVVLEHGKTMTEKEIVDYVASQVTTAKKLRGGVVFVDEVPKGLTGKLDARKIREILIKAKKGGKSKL
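Material: luciferase plus luciferin reagent, cell-free. Medium: PBS buffer for ATP. Also added: ATP substrate, dispensed from a 10.24 µM working solution in PBS. Doses: test compounds dosed from 2 mM stocks in 100% DMSO. Incubation: 10 min post-reagent at room temperature. Technique: light output (luminescence). Read-out basis: luminescence gain marking luciferase activators.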
FLuc inh counter: inhibits firefly luciferase, flagging false hits in luciferase inhibition screens; ATPLite firefly luciferase biochemical luminescence, 10 min; inhibition, % at 10 µM; actives 1.5% (n = 200,000); AID 1006; P08659;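 active = inhibition above about 50% when tested at 10 µM, limit read from the data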
APP 5UTR inh: APP translation inhibition; SH-SY5Y APP 5'UTR-luciferase reporter, luminescence; actives 0.82% (n = 190,000); AID 1285; inhibition, % at 2 µM;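 active = inhibition above a set limit, derived from the sample mean plus 3 SD, cut at about 45% in these data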; also: values of inactives mirror those of a sister screen read the other way
bIAP inh: intestinal alkaline phosphatase (bovine) inhibition | purified bovine IAP, CDP-star luminescence, 30 min | inhibition, % at 20 µM | 190,000 tested, under 10 active | AID 1019;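 active = over 50% inhibition of intestinal alkaline phosphatase at 20 µM in the single-dose screen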
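System: Purified bovine intestinal alkaline phosphatase (IAP) enzyme | Input: IAP diluted 1/65,000,000 in the well | Also added: CDP-star chemiluminescent phosphatase substrate, 30 µM final | Dosing: 20 µM single dose | Times: Enzyme reaction for 30 min at room temperature | Detection: Luminescence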
TNAP act hi DEA: activators of human TNAP at high phosphate acceptor concentration; 200,000 tested, under 10 active; P05186; purified TNAP, CDP-star luminescence, 1 M DEA, 30 min; stronger effect = higher value; 0 = EDTA background, 1 = DMSO-only activity; activation factor at 20 µM; AID 1136;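 active = activation factor at least 2 at 20 µM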
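Measured by: Luminescent substrate turnover signal | Test system: Human TNAP | Input: TNAP 1/800 final | Dosing: 20 µM single point | Schedule: 30 min, room temperature | Controls: EDTA wells as negative control, DMSO wells as positive control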
RAM inhibit: inhibitors of the yeast RAM network | S. cerevisiae dse1pr::URA3 reporter, 5-FOA growth OD615, 2 d; analog-sensitive cbk1-as2 kinase mutant strain | inhibition, % at 50 µM | actives 1.8% (n = 190,000) | AID 868;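 active = inhibition above a set limit, 3 SD over mean compound inhibition, cut at about 8.4% in these data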;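 also: 0% = DMSO-only wells with no growth and 100% = 10 µM 1-NA-PP1 full growth; inhibition rescues growth on 5-FOA so higher OD means more RAM inhibition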
Active calls of the source: *; . = no result given.

#	SMILES	FLuc inh counter	bIAP inh	Lmaj promast	bIAP act	RAM inhibit	TNAP inh hi DEA	TNAP inh no acc	TNAP act hi DEA	APP 5UTR inh	FLuc stim CS
1	Cc1cc(C)n2nc(SCCOc3ccccc3)nc2n1	1	5	-7	0.9	-0.3	-4	-3	1	-26	1
2	O=C(c1cccc(Br)c1)N1CCN(c2cnn(-c3ccccc3)c(=O)c2Cl)CC1	-6	-7	84*	1.1	2.3	-3	-19	1	-4	1.1
3	Cc1ccc(NC(=O)COC(=O)c2ccc([N+](=O)[O-])o2)cc1S(=O)(=O)N1CCCCC1	-4	-19	-5	1.2	2.5	-6	-18	1.1	4	1
4	O=C(OCc1nc2ccccc2s1)c1ccccc1O	3	-2	-8	1	0.4	0	0	1	-26	1
5	COCCN(Cc1cc2cc3c(cc2[nH]c1=O)OCO3)C(=O)c1cccs1	0	10	-6	0.9	1.5	-4	-12	1	6	1
6	O=[N+]([O-])c1ccc(Sc2n[nH]c(-c3ccc(Cl)cc3Cl)n2)nc1	-2	12	-5	0.9	1.2	-2	37	1	2	1
7	CCOC(=O)CSc1nc2sc3c(c2c(=O)n1CC)CC(C)(C)OC3	-5	-1	4	1	2.1	-2	-6	1	2	1.1
8	COCc1[nH]nc2c1C(c1cccc(OC)c1)C(C#N)=C(N)O2 (stereo not given)	0	2	-2	1	2.1	-1	-5	1	-8	1
9	Cn1cccc1Cc1nnc(SCC(=O)NCc2ccc3c(c2)OCO3)n1CCc1ccccc1	-3	-8	-1	1.1	6.1	-2	-16	1	8	1
10	Cc1nn(C)c(Cl)c1/C=N/OC(=O)c1ccc(F)cc1	17	7	-5	0.9	0.1	-6	-12	1.1	-14	0.8

Whole records, quoted from the list. Values in the order: FLuc inh counter | bIAP inh | Lmaj promast | bIAP act | RAM inhibit | TNAP inh hi DEA | TNAP inh no acc | TNAP act hi DEA | APP 5UTR inh | FLuc stim CS
Results for COCc1[nH]nc2c1C(c1cccc(OC)c1)C(C#N)=C(N)O2 (stereo not given) → 0 | 2 | -2 | 1 | 2.1 | -1 | -5 | 1 | -8 | 1
Results for O=C(c1cccc(Br)c1)N1CCN(c2cnn(-c3ccccc3)c(=O)c2Cl)CC1 → -6 | -7 | 84* | 1.1 | 2.3 | -3 | -19 | 1 | -4 | 1.1

Going on with the list:
#	SMILES	FLuc inh counter	bIAP inh	Lmaj promast	bIAP act	RAM inhibit	TNAP inh hi DEA	TNAP inh no acc	TNAP act hi DEA	APP 5UTR inh	FLuc stim CS
11	CCOC(=O)c1nc(C)n(-c2ccc([N+](=O)[O-])cc2)n1	1	-9	-3	1.1	3.3	-3	-5	1	20	1
12	Cc1cc(NC(=O)COC(=O)C2CCN(S(=O)(=O)c3ccc(Cl)cc3)CC2)no1	-3	16	-2	0.8	1.7	-4	-11	1	6	1
13	CNC(=S)N1CCN(c2ccc(OC)cc2)CC1	-5	-3	-6	1	2.0	-6	-2	1.1	-3	1.1
14	COc1cnc(NS(=O)(=O)c2ccc(N)cc2)nc1	1	12	18	0.9	0.0	-5	-9	1	26	1
15	O=C(O)CC1S/C(=N/N=C2CCCCC2)N(c2ccccc2)C1=O (stereo not given)	3	33	-8	0.7	-0.3	1	-12	1	10	1
16	CC1CCCCC1NC(=O)CSc1nnnn1-c1ccccc1 (stereo not given)	0	4	4	1	-1.2	-4	-9	1	-14	1
17	CN(CCC#N)C(=S)Nc1ccc(Oc2ccccc2)cc1	-4	9	14	0.9	0.3	-2	-8	1	-3	1
18	COc1ccc(NC(=O)c2oc3ccccc3c2NC(=O)C2CCCO2)cc1OC (stereo not given)	2	-13	4	1.1	1.4	-2	-5	1	-59	1
19	CCN1CCN(c2nc3c(c(=O)n(C)c(=O)n3C)n2CCSc2nccc(C)n2)CC1	-10	0	-1	1	-0.9	-9	-3	1.1	5	1.1
20	Cc1ccc(S(=O)(=O)c2ccc(NN)cc2)cc1	-2	14	97*	0.9	0.7	-4	-8	1	9	1
21	COC(=O)C(C#N)c1nc2ccccc2nc1N1CCN(Cc2ccc3c(c2)OCO3)CC1 (stereo not given)	-4	8	.	0.9	.	0	-6	1	.	1
22	O=C(COC(=O)c1ccc(Br)o1)NCc1cccs1	0	6	-8	0.9	1.4	-6	-21	1.1	-2	1
23	CN(CC(=O)O)S(=O)(=O)c1cccs1	2	11	-6	0.9	1.2	-2	-7	1	-4	1
24	Cc1ccccc1OCCC(=O)Nc1cccc(S(=O)(=O)Nc2ccccc2Cl)c1	-6	8	33	0.9	17*	-3	-4	1	-12	1.1
25	CS(=O)(=O)N(Cc1ccc(C(=O)NCCSc2ccccn2)cc1)c1ccccc1	-10	0	41	1	4.4	-2	-15	1	-12	1.1
26	COCCn1c(=N)c(C(=O)NCCc2ccc(OC)cc2)cc2c(=O)n3cccc(C)c3nc21	-10	1	5	1	-0.1	-4	10	1	-1	1.1
27	Cc1ccc(NC(=O)CCN2CCN(C/C=C/c3ccccc3)CC2)cc1C	-4	-13	87*	1.1	0.6	-6	-5	1.1	-8	1
28	COc1ccc(CC(=O)OCC(=O)Nc2ncc(Cl)cc2Cl)cc1	-2	0	-8	1	3.2	-1	-6	1	-7	1
29	CCOC(=O)c1cnc2c(ccc3ccccc32)c1NCCO	0	0	41	1	2.6	-3	-7	1	5	1
30	COc1cccc(C2=CC(c3cccs3)n3nnnc3N2)c1 (stereo not given)	-5	21	17	0.8	2.8	-1	-9	1	27	1.1
31	Cc1cc(C)c(C)c(C(=O)C2OC(=O)C(C)(C)C(=O)C2(C)C)c1C (stereo not given)	-4	34	-2	0.7	2.2	-2	-7	1	0	1
32	Cc1cccc(N=Cc2cc3c(cc2[N+](=O)[O-])OCO3)c1	-5	2	20	1	0.1	8	-4	0.9	-10	1
33	Cc1cc(C)c(NC(=O)CC(C)(C)C)c(Cl)c1	-5	6	1	0.9	0.2	-8	-10	1.1	1	1
34	Cc1ccccc1CNC(=O)CC1C(=O)NCCN1CC1CCCCC1 (stereo not given)	-8	-11	6	1.1	2.6	-7	-12	1.1	-10	1.1
35	O=C(O)CCC(=O)Nc1ccc(N=Nc2ccccc2)cc1	18	0	-7	1	4.4	1	-4	1	0	0.8
36	Cc1ccc(C)c(NC(=O)CCCCCCCCCCC2COCCO2)c1 (stereo not given)	-3	9	-1	0.9	4.1	-3	-20	1	-2	1
37	Oc1c(Br)cc(Cl)cc1C=Nc1ccc(N2CCOCC2)cc1	-1	3	-4	1	0.5	-3	-5	1	-7	1
38	COc1cc(C2CC(=O)N3CN(Cc4ccccc4)CSC3=C2C#N)ccc1OCc1ccccc1 (stereo not given)	0	1	-2	1	5.6	-6	-8	1.1	-9	1
39	O=C1N/C(=N/N=C/c2ccco2)SC1Cc1ccccc1 (stereo not given)	-2	-16	-8	1.2	2.5	1	-6	1	-20	1
40	Cc1ccc(CN(CC(=O)N/N=C/c2ccco2)S(=O)(=O)c2ccc(C)cc2)cc1	-5	24	-4	0.8	-0.5	-10	-17	1.1	0	1

Look-ups from the entries so far.
In FLuc stim CS, entry 38 reads 1
In TNAP inh hi DEA, entry 36 reads -3
In Lmaj promast, entry 35 reads -7

(list continues)
#	SMILES	FLuc inh counter	bIAP inh	Lmaj promast	bIAP act	RAM inhibit	TNAP inh hi DEA	TNAP inh no acc	TNAP act hi DEA	APP 5UTR inh	FLuc stim CS
41	Cn1c(=O)[nH]c(=O)c2c1nc(Br)n2Cc1ccccc1F	0	-2	3	1	.	-7	-6	1.1	-11	1
42	NC1=NC(=Nc2ccc(Br)cc2)c2ccccc21	53*	-1	0	1	5.4	-5	-5	1	7	0.5
43	CC(C)CC1NC(=O)N(CC(=O)Nc2ccccc2-c2ccccc2)C1=O (stereo not given)	-3	11	1	0.9	0.0	-3	-8	1	10	1
44	Cc1ccc(C(CC(=O)N2CCOCC2)c2ccco2)cc1 (stereo not given)	-6	0	-2	1	1.3	-1	-10	1	1	1.1
45	CCOC(=O)C(CC)Sc1ccc2nnc(-c3cccnc3)n2n1 (stereo not given)	1	-28	9	1.3	-0.2	-3	-8	1	-13	1
46	CCOc1ccc(NC(=O)CN(C)S(=O)(=O)c2cccs2)cc1	3	12	17	0.9	0.4	-3	-8	1	-5	1
47	CC(=O)n1nc(-c2ccc(C)cc2)nc1NCc1ccc(F)cc1	-2	-2	3	1	4.3	-1	-4	1	-28	1
48	CN=c1sc(C(=O)Nc2cccc(Cl)c2)cc(=O)n1C	-3	-6	2	1.1	1.9	2	-4	1	1	1
49	CCCCc1ccc(-c2csc(/C(C#N)=C\c3ccco3)n2)cc1	-2	13	49	0.9	15*	5	-12	0.9	-3	1

An excerpt from above in order of length of the SMILES, rising.
#	SMILES	FLuc inh counter	bIAP inh	Lmaj promast	bIAP act	RAM inhibit	TNAP inh hi DEA	TNAP inh no acc	TNAP act hi DEA	APP 5UTR inh	FLuc stim CS
42	NC1=NC(=Nc2ccc(Br)cc2)c2ccccc21	53*	-1	0	1	5.4	-5	-5	1	7	0.5
33	Cc1cc(C)c(NC(=O)CC(C)(C)C)c(Cl)c1	-5	6	1	0.9	0.2	-8	-10	1.1	1	1
44	Cc1ccc(C(CC(=O)N2CCOCC2)c2ccco2)cc1 (stereo not given)	-6	0	-2	1	1.3	-1	-10	1	1	1.1
48	CN=c1sc(C(=O)Nc2cccc(Cl)c2)cc(=O)n1C	-3	-6	2	1.1	1.9	2	-4	1	1	1
37	Oc1c(Br)cc(Cl)cc1C=Nc1ccc(N2CCOCC2)cc1	-1	3	-4	1	0.5	-3	-5	1	-7	1
41	Cn1c(=O)[nH]c(=O)c2c1nc(Br)n2Cc1ccccc1F	0	-2	3	1	.	-7	-6	1.1	-11	1
47	CC(=O)n1nc(-c2ccc(C)cc2)nc1NCc1ccc(F)cc1	-2	-2	3	1	4.3	-1	-4	1	-28	1
49	CCCCc1ccc(-c2csc(/C(C#N)=C\c3ccco3)n2)cc1	-2	13	49	0.9	15*	5	-12	0.9	-3	1
43	CC(C)CC1NC(=O)N(CC(=O)Nc2ccccc2-c2ccccc2)C1=O (stereo not given)	-3	11	1	0.9	0.0	-3	-8	1	10	1
31	Cc1cc(C)c(C)c(C(=O)C2OC(=O)C(C)(C)C(=O)C2(C)C)c1C (stereo not given)	-4	34	-2	0.7	2.2	-2	-7	1	0	1
40	Cc1ccc(CN(CC(=O)N/N=C/c2ccco2)S(=O)(=O)c2ccc(C)cc2)cc1	-5	24	-4	0.8	-0.5	-10	-17	1.1	0	1
38	COc1cc(C2CC(=O)N3CN(Cc4ccccc4)CSC3=C2C#N)ccc1OCc1ccccc1 (stereo not given)	0	1	-2	1	5.6	-6	-8	1.1	-9	1
